Source: PubChem BioAssay (National Center for Advancing Translational Sciences (NCATS))
D1 antag: Antagonist of Human D 1 Dopamine Receptor: qHTS | D(1A) dopamine receptor (Homo sapiens), P21728 | HEK293 TREx D1 cells, calcium flux, dopamine EC80; stronger effect = lower value | activity change, negative = inhibition, % at 10 µM | actives 3.2% (n = 360,000); in the data active = activity change below about -30%; note: % is set by controls: 0 for no effect and ±100 for the full control effect
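Kinetic fluorescence of a calcium dye serves as the read-out. D1-expressing Hek293 Trex cells, induced overnight at 30 C, are exposed to compound for 180 s before an EC80 dopamine addition, then read 180 s further.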
RXFP1 antagonist: qHTS Assay for Antagonists of the Relaxin Receptor RXFP1; Relaxin receptor 1 (Homo sapiens), Q9HBX9; HEK293-RXFP1, relaxin-stimulated cAMP HTRF, 30 min; stronger effect = lower value; activity change, negative = inhibition, % at 57.5 µM; actives 0.59% (n = 350,000); AID 1259400, 2018;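 active = activity change of -60% or lower, but not beyond a set lower limit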; note: % is set by controls: 0 for no effect and ±100 for the full control effect
Target sequence (Q9HBX9 whole entry, looked up): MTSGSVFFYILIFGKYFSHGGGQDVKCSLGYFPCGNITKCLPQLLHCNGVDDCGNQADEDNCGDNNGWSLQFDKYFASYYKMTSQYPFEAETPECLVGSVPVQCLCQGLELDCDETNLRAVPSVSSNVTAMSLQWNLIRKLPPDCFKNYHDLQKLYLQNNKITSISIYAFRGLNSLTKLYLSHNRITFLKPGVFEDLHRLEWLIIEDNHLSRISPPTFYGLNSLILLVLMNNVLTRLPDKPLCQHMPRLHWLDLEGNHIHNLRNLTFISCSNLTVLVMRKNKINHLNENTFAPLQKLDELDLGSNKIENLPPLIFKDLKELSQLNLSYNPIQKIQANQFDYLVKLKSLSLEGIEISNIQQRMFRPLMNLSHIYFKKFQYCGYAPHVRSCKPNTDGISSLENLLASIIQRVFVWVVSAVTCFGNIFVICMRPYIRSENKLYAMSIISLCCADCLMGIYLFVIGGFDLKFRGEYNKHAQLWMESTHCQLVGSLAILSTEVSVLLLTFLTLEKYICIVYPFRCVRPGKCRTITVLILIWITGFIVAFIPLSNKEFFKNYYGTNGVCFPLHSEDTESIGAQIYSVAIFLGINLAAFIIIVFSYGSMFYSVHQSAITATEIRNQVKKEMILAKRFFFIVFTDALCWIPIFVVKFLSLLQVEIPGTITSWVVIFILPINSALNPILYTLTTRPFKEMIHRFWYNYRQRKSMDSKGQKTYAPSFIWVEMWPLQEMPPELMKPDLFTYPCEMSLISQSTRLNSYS
D2 ag: HTS Assay for Allosteric Agonists of the Human D2 Dopamine Receptor: Primary Screen for Agonists. HEK293 T-REx D2 cells, calcium flux agonist mode. activation, % at 2 µM. actives 0.53% (n = 340,000);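 active = activation over 3 SD above normal in the single-dose calcium agonist read, cut at about 30% in these data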; note: 0% is about no effect
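Calcium-flux readout, 1 cycle/sec over 180 s following compound pin transfer, in inducible HEK293 Trex D2 cells (force-coupled); dopamine controls included. Positive calcium responses during this window marked compounds as potential agonists.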
D2 potentiator: HTS Assay for Positive Allosteric Modulators of the Human D2 Dopamine Receptor: Primary Screen for Potentiators; HEK293 T-REx D2, calcium flux, EC20 dopamine potentiation; potentiation, % at 10 µM; actives 0.34% (n = 340,000); AID 485347, 2010;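 active = potentiation over 3 SD above the plate norm, cut at about 30% in these data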; note: 0% is about no effect
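Primary screen. Calcium kinetics in induced HEK293 T-REx D2 cells: compound pre-addition 180 s, EC20 dopamine, 180 s more.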
D2 antagonist: HTS Assay for Allosteric Antagonists of the Human D2 Dopamine Receptor: Primary Screen for Antagonists | D(2) dopamine receptor (Homo sapiens), P14416 | HEK293 TREx D2 cells, calcium flux, dopamine EC80 | inhibition, % at 10 µM | actives 2% (n = 340,000) | AID 485344, 2010; in the data active = inhibition above about 30%; note: 0% is about no effect
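Tetracycline-induced HEK293 TREx cells expressing D2 receptor forced-coupled to calcium signalling, loaded with no-wash calcium dye. Compounds added and calcium flux read 180 s, then dopamine added at EC80 and read a further 180 s.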
D1 ag: Allosteric Agonists of the Human D1 Dopamine Receptor: qHTS. D(1A) dopamine receptor (Homo sapiens), P21728. actives 1% (n = 360,000). HEK293 T-REx D1 cells, calcium flux, agonist mode. activation, % at 2 µM; in the data active = activation above about 30%; note: 0% is about no effect
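Agonism was scored from calcium flux recorded over 180 s (1 read/s) after pintool compound addition, following a 10-cycle baseline. Cells were inducible force-coupled HEK293 TREx D1, plated overnight at 30 C and loaded with no-wash calcium dye.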
D1 potentiator: Potentiators of Human D1 Dopamine Receptor: qHTS; D(1A) dopamine receptor (Homo sapiens), P21728; HEK293 TREx D1 cells, calcium flux, dopamine EC20 potentiation; potentiation, % at 10 µM; actives 0.036% (n = 360,000); AID 504651, 2011; in the data active = potentiation above about 30%; note: 0% is about no effect
RXFP1 agonist: qHTS Assay for Agonists of the Relaxin Receptor RXFP1 | Potency, µM (titrated, usually from 57.5 µM), for inactives: top-dose activation, usual class: activators | actives 0.3% (n = 370,000) | Relaxin receptor 1 (Homo sapiens), Q9HBX9 | HEK293T-RXFP1 cAMP TR-FRET, 30 min; response scale: percent of porcine relaxin response, buffer zero; active = well fitted activation curve with a large enough effect; note: potency is the fitted concentration of half-maximal effect; % is set by controls: 0 for no effect and ±100 for the full control effect; nearly all actives have a fitted effect of over 60% in size; many of its hits are not listed in these tables
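Agonist response is measured as cAMP accumulation in an RXFP1-transfected HEK293T line under PDE4 inhibition. Values are scaled between buffer-only and 29 nM porcine relaxin, and EC50s come from standard Hill equation fits.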
TRHR PAM: qHTS for Small Molecule Agonists and Allosteric Enhancers of Human TRH Receptor: Primary Screen for Enhancers; Thyrotropin-releasing hormone receptor (Homo sapiens), P34981; TRHR cells, fluo-8 calcium fluorescence, EC20 TRH enhancement; enhancement, % at 2 µM; actives 0.66% (n = 360,000); AID 493056, 2011; in the data active = enhancement above about 30%; note: 0% is about no effect
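TRHR-expressing cells loaded with fluo-8 calcium dye were read kinetically (ex 480/em 530) during compound addition, then stimulated with an EC20 of TRH (10 nM final). Enhancement of the Gq-mediated intracellular calcium response was scored.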
* marks the source's active call; other numbers are inactive results; · = not tested or not shown. These rows are one share of the data; count on the stated rates, not on these rows.

item	Molecule	D1 antag	RXFP1 antagonist	D2 ag	D2 potentiator	D2 antagonist
1	O=C(NCC(c1ccco1)N1CCCCC1)c1ccc(COc2ccccc2)cc1 (configuration not stated)	-5.5	-21.0	-0.2	-1.7	-16.1
2	O=C(O)Cn1nc(-c2ccc(F)cc2)oc1=O	2.4	-8.4	0.4	2.6	-11.4
3	COC(=O)c1cc(NC(=O)CC2C(=O)NCCN2C(=O)c2ccc(F)cc2)cc(C(=O)OC)c1 (configuration not stated)	-9.0	4.0	0.5	13.7	1.1
4	Cc1cc(NC(=O)C2CC2)ccc1NC(=O)c1cccs1	-19.7	-12.9	-0.6	4.7	21.8
5	O=C(NCCc1ccc(Cl)cc1)c1ccc(S(=O)(=O)N2CCCC2)cc1	-2.7	-19.0	1.3	18.8	-2.0
6	COC(CN(C)C(=O)C1CCC(CNS(=O)(=O)c2ccccc2)CC1)OC (configuration not stated)	12.6	6.1	-0.2	27.4	-10.1
7	Cc1cc(=O)oc2cc(OCc3ccc(C(=O)OCC(=O)Nc4ccc(N(C)C)cc4)cc3)ccc12	5.5	-10.0	0.9	-17.4	-5.4
8	Cc1cc2ncn(/N=C/c3cc(Br)ccc3O)c2cc1C	17.2	·	0.8	16.5	-14.2
9	Clc1ccc(CSc2nnc(-c3cccnc3)o2)cc1	3.9	3.2	·	1.6	·
10	CCCCCCNc1nc(NCc2ccco2)nc(OCC)n1	-4.0	-5.3	-0.1	3.5	5.5

item	D1 ag	D1 potentiator	RXFP1 agonist	TRHR PAM
1	5.1	-0.2	0.9%	7.5
2	3.6	-3.0	-1.9%	-1.9
3	-0.3	1.9	2.2%	-3.8
4	0.1	2.7	3.6%	-4.9
5	6.4	1.9	0.7%	-3.4
6	1.9	-1.0	-1.5%	11.3
7	3.0	-0.7	-0.1%	-13.2
8	4.0	-1.1	1.6%	2.5
9	2.8	-2.5	0.3%	3.5
10	5.9	-9.2	0.2%	17.6

Continuation:
item	Molecule	D1 antag	RXFP1 antagonist	D2 ag	D2 potentiator	D2 antagonist
11	FC(F)(F)c1ccccc1CN1CCC(Cc2ccccc2)CC1	11.2	-6.2	-0.1	17.4	-10.2
12	COc1ccc(/C=C/C(=O)Nc2ccc(S(=O)(=O)Nc3onc(C)c3C)cc2)cc1OC	-2.6	-1.2	-0.8	-6.0	0.3
13	Cc1cccc(C)c1OCc1nnc(SCC(=O)Nc2cccc(C(=O)N3CCOCC3)c2)n1C	2.8	3.0	-0.7	1.2	20.3
14	CCOC(=O)C1CCN(C(=O)Nc2ccc3nccnc3c2)CC1	0.7	0.4	0.7	-2.4	-15.7
15	CCc1nc2ccc(C(=O)NCCc3ccc(OC)cc3OC)cc2nc1CC	18.0	-71.4*	0.3	·	·
16	O=C(Nc1cccc(-c2cn3cccnc3n2)c1)c1ccco1	-0.1	2.7	-1.3	2.6	-21.4
17	COc1cccc(C(=O)c2sc(Nc3ccc(C)cc3C)c(S(=O)(=O)c3ccccc3)c2N)c1	2.1	-14.3	-0.9	4.7	·
18	Cc1nnc2n1NC(c1ccc(Cl)cc1)C(C(=O)N1CCC(C)CC1)S2 (configuration not stated)	-12.5	0.9	3.9	-5.1	-17.4
19	O=C(NC12CC3CC(CC(C3)C1)C2)N1CCN(c2ncccn2)CC1	-22.8	-8.4	1.0	5.7	-6.9
20	COC(=O)c1cc(-c2ccccc2)sc1N	-9.0	-2.2	1.1	-2.7	-17.4

item	D1 ag	D1 potentiator	RXFP1 agonist	TRHR PAM
11	-0.1	-5.5	1.0%	-6.7
12	2.6	-1.7	6.0%	-1.1
13	1.2	-6.3	6.9%	4.8
14	0.9	-10.8	-0.5%	-1.5
15	4.8	0.5	-0.7%	-3.4
16	1.9	-3.5	2.5%	8.7
17	10.5	0.7	-0.8%	-6.9
18	1.3	-2.6	1.1%	5.1
19	1.2	-1.4	2.0%	-5.4
20	2.8	-0.7	0.6%	1.1

Next section.
item	Molecule	D1 antag	RXFP1 antagonist	D2 ag	D2 potentiator	D2 antagonist
21	COc1ccc(-c2noc(-c3ccccc3C(=O)Nc3cccnc3)n2)cc1	-2.1	0.8	0.0	-1.7	-1.3
22	O=C(NC1CCCCC1)C(c1cccs1)N(CCCN1CCOCC1)C(=O)c1ccc(-c2ccccc2)[nH]1 (configuration not stated)	-2.7	-18.3	-1.4	11.4	-7.7
23	COc1ccc(-n2c(Cc3cccn3C)nnc2SCC(=O)NCc2ccco2)cc1	11.3	0.8	0.3	12.1	7.6
24	CC(=O)Cn1c2ccccc2n2nc(CCC(=O)O)c(=O)nc12	-15.9	-10.1	0.4	7.7	-17.6
25	Cn1ccnc1SCc1cn2ccccc2n1	5.3	-23.5	0.6	-4.1	-1.1
26	Cc1ccc(CNC(=O)CCNC(=O)Cn2ccc3ccccc3c2=O)o1	11.7	-5.6	·	·	·
27	CNC(C)C#Cc1ccc2sc3cccc(OC)c3c(=O)c2c1 (configuration not stated)	-5.6	·	-0.8	3.7	-3.4
28	COCCNC(=O)CSc1c(C)cnc2c1c(=O)n(C)c(=O)n2C	·	0.5	0.5	-6.2	·
29	CCN(CC)CCCN1C(=O)C(=O)/C(=C(/O)c2ccc(C)cc2)C1c1ccccn1 (configuration not stated)	6.1	4.1	-0.8	-17.7	-25.8
30	CSc1cccc(-n2nnc(-c3nsc(NC(=O)c4cccs4)n3)c2C)c1	-13.2	-26.7	0.5	3.1	·

item	D1 ag	D1 potentiator	RXFP1 agonist	TRHR PAM
21	0.3	-0.8	-1.5%	1.4
22	3.5	-2.4	-1.8%	2.5
23	0.2	-0.4	0.6%	-0.1
24	4.7	-8.9	5.4%	-0.3
25	0.8	-0.9	0.8%	-3.6
26	2.9	-0.4	0.8%	-2.2
27	0.0	-4.5	2.1%	-4.5
28	0.0	-0.7	12.6%	5.9
29	3.9	-6.2	1.9%	-5.6
30	15.9	-0.6	4.4%	5.4

Additional results.
item	Molecule	D1 antag	RXFP1 antagonist	D2 ag	D2 potentiator	D2 antagonist
31	c1ccc(COc2ccc(OCCn3cncn3)cc2)cc1	-14.1	-2.6	-0.9	-0.3	5.8
32	O=C(O)CN1CCN(Cc2ccccc2)C1=O	7.2	9.1	1.8	-4.1	18.5
33	Cc1cc(C)cc(NC(=S)N(C)C)c1	-0.2	-5.5	0.4	4.6	-7.8
34	CCCNS(=O)(=O)c1cccn1-c1ncc(C(F)(F)F)cc1Cl	7.5	2.1	0.1	7.9	2.4
35	Cc1ccc(CNC(=O)CCSCc2ccc(C)cc2)cc1	-3.2	-26.4	-0.7	-5.1	5.7
36	Cc1ccc(-n2cccc2/C=C2\C(=N)N3N=C(C(C)C)SC3=NC2=O)cc1	-6.6	-6.4	-0.4	-6.0	6.3
37	Cc1ccc(NNC(=O)c2c(F)cccc2Cl)cc1C	-0.2	-2.6	0.0	1.6	-11.7
38	Cn1c(N)c(C(=O)/C=C/c2ccccc2)c(=O)[nH]c1=O	4.0	-24.2	0.8	4.8	53.6*
39	COc1ccc(NC(=O)CC2C(=O)N(c3ccc(OC)cc3)C(=O)N2CCC2=CCCCC2)cc1 (configuration not stated)	-30.7*	·	-0.2	-20.3	·
40	COc1ccc(C(=O)N/N=C(\C)CC(=O)Nc2ccc3ccccc3c2)c(OC)c1	-17.3	-13.9	0.3	-6.2	-11.4
41	Cc1cccc(S(=O)(=O)c2cn(Cc3ccccc3)c3cc(N4CCCC(C)C4)c(F)cc3c2=O)c1 (configuration not stated)	2.2	-0.3	0.5	3.1	·
42	CCOc1ccccc1N1CCN(CC(=O)N(C2CCCC2)C2CCS(=O)(=O)C2)CC1 (configuration not stated)	1.1	2.2	0.0	-4.6	-27.0
43	Cn1cc(CN2CCC(n3nccc3NC(=O)CCc3ccccc3)CC2)cn1	-1.2	-8.3	-0.2	17.1	6.5

item	D1 ag	D1 potentiator	RXFP1 agonist	TRHR PAM
31	6.5	-3.4	-0.2%	-8.6
32	0.0	-3.4	-4.4%	-6.3
33	-0.3	-3.4	2.1%	2.0
34	1.4	0.5	2.8%	-3.7
35	-0.1	-7.2	2.8%	-2.0
36	0.5	-1.6	0.0%	-5.2
37	1.7	3.8	-0.5%	5.9
38	1.7	7.2	5.4%	9.7
39	0.8	-1.8	0.6%	0.2
40	0.8	8.8	-1.0%	1.9
41	2.3	-1.1	0.2%	1.4
42	3.7	-2.7	0.0%	3.7
43	0.3	-7.9	-3.1%	7.4

Nos. 31 through 33 from above:
item	Molecule	D1 antag	RXFP1 antagonist	D2 ag	D2 potentiator	D2 antagonist
31	c1ccc(COc2ccc(OCCn3cncn3)cc2)cc1	-14.1	-2.6	-0.9	-0.3	5.8
32	O=C(O)CN1CCN(Cc2ccccc2)C1=O	7.2	9.1	1.8	-4.1	18.5
33	Cc1cc(C)cc(NC(=S)N(C)C)c1	-0.2	-5.5	0.4	4.6	-7.8

item	D1 ag	D1 potentiator	RXFP1 agonist	TRHR PAM
31	6.5	-3.4	-0.2%	-8.6
32	0.0	-3.4	-4.4%	-6.3
33	-0.3	-3.4	2.1%	2.0

4 structures from above, ordered by heavy-atom count, ascending:
item	Molecule	D1 antag	RXFP1 antagonist	D2 ag	D2 potentiator	D2 antagonist
33	Cc1cc(C)cc(NC(=S)N(C)C)c1	-0.2	-5.5	0.4	4.6	-7.8
31	c1ccc(COc2ccc(OCCn3cncn3)cc2)cc1	-14.1	-2.6	-0.9	-0.3	5.8
34	CCCNS(=O)(=O)c1cccn1-c1ncc(C(F)(F)F)cc1Cl	7.5	2.1	0.1	7.9	2.4
41	Cc1cccc(S(=O)(=O)c2cn(Cc3ccccc3)c3cc(N4CCCC(C)C4)c(F)cc3c2=O)c1 (configuration not stated)	2.2	-0.3	0.5	3.1	·

item	D1 ag	D1 potentiator	RXFP1 agonist	TRHR PAM
33	-0.3	-3.4	2.1%	2.0
31	6.5	-3.4	-0.2%	-8.6
34	1.4	0.5	2.8%	-3.7
41	2.3	-1.1	0.2%	1.4
